# Compound activity (PubChem)
# TMEM16A act: TMEM16A chloride channel activators or potentiators, primary screen, cell-based, HTS. Anoctamin-1 (Mus musculus), Q8BHY3. HEK293 TMEM16A/YFP-H148Q/I152L, iodide quench fluorescence; active compounds read low. B-score at 10 µM. 340,000 tested, 0.3% active. AID 623877, 2012;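 active = fluorescence-ratio B-score plate-corrected deviation score at least 3 library SD below zero, with starting fluorescence score within 5 deviations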;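 also: channel opened by trigger with iodide after compound preincubation; score built on the fluorescence ratio of max minus min over baseline; more negative score means more quench and so TMEM16A activation or potentiation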
# Target sequence (Q8BHY3 whole entry, looked up): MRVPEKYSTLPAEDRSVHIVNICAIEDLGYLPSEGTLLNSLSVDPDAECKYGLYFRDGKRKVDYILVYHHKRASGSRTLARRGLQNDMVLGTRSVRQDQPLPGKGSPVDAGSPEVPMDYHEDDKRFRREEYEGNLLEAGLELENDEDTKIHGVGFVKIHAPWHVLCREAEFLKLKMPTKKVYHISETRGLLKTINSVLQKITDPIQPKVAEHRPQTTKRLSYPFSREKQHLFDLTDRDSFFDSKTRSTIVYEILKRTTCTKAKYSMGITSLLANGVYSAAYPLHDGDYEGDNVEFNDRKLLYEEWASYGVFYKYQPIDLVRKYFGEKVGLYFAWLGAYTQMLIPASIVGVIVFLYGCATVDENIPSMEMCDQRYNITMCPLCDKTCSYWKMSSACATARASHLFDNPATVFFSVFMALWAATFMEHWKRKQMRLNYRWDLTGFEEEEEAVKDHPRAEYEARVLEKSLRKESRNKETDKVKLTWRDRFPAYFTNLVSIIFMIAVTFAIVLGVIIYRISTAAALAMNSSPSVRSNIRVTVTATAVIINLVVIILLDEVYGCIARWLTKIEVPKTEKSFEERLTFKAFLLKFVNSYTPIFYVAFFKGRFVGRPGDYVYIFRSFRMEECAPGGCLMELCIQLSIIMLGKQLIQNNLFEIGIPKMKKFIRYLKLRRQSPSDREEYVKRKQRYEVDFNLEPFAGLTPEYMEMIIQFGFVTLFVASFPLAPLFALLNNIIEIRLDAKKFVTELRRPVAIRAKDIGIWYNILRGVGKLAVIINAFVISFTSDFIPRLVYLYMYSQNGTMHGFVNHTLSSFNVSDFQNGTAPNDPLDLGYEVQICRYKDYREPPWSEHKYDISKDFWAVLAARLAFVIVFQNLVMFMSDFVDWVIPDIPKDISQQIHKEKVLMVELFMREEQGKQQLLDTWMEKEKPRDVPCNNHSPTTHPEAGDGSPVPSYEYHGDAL
# TRPC6 inh: mouse TRPC6 channel inhibitors, primary screen, cell-based, HEK293, membrane potential dye; ACh-evoked depolarization; active compounds read low; 310,000 tested, 1.1% active; B-score at 10 µM; Short transient receptor potential channel 6 (Mus musculus), Q61143;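 active = B-score under library mean minus 3 SD, initial fluorescence not abnormally high, positive integrated signal ratio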;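 also: B-score derived from integrated fluorescence ratio over the kinetic read; more negative B-score means stronger inhibition of depolarization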
# TRPC4 inh: inhibitors of mouse TRPC4 channel, primary screen, Fluo4 calcium, HEK293 TRPC4beta/mu-opioid cells; B-score at 10 µM; Short transient receptor potential channel 4 (Mus musculus), Q9QUQ5; 300,000 tested, 0.39% active; DAMGO-evoked Fluo4 calcium flux; active compounds read low; AID 2247, 2010;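 active = B-score over 3 SD under the library average, no early fluorescence shift, positive overall ratio signal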
#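 Material: HEK293 cells with stable TRPC4beta plus mu-opioid receptor expression / Probe or stimulus: DAMGO in two steps, submaximal then maximal / Compound: single concentration per test compound / Technique: kinetic Fluo4 fluorescence imaging of calcium influx / Read-out: per-well B score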
# TRPC6 act: mouse TRPC6 channel activators, primary screen, cell-based, HEK293, membrane potential dye; Short transient receptor potential channel 6 (Mus musculus), Q61143; HEK293-TRPC6 membrane potential dye fluorescence; active compounds read high; B-score at 10 µM; 310,000 tested, 0.13% active; AID 2550, 2010;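 active = B-score of the integrated fluorescence ratio above library mean plus 3 SD, and starting fluorescence ratio within library mean plus 5 SD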;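 also: higher score means more depolarization so channel activation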
# TRPC4 act: activators of mouse TRPC4 channel, primary screen, Fluo4 calcium, HEK293 TRPC4beta/mu-opioid cells. AID 2237, 2010. Fluo4 calcium fluorescence; active compounds read high. B-score at 10 µM. 310,000 tested, 0.49% active. Short transient receptor potential channel 4 (Mus musculus), Q9QUQ5;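 active = B-score above 5 SD of library B-scores, and initial fluorescence ratio not above library mean plus 5 SD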;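 also: positive B-score marks a calcium rise read as TRPC4 activation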
#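 Test system: HEK293 cells stably co-expressing mouse TRPC4beta and mu-opioid receptor | Schedule: Fluo4 dye loading 45 min at room temperature, 110 s recording | Measured by: Kinetic Fluo4 calcium fluorescence, 5 s baseline at 1 Hz | Evaluation: B score of integrated ratio | Controls: Buffer (low) and maximal DAMGO (high)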
# MrgX1 antag: antagonists of human MrgX1 receptor, primary screen, HEK293 cells, Fluo-4 calcium flux; B-score at 10 µM; 310,000 tested, 1.3% active; AID 588676, 2011; BAM8-22 antagonism; active compounds read low;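 active = calcium-response B-score plate-corrected more than 3 library SD below zero, starting fluorescence within 5 deviations, no agonist response on first addition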;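 also: peak minus trough fluorescence over baseline after final BAM8-22 challenge near maximal dose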
# TMEM16A inh: TMEM16A chloride channel inhibitors, primary screen, cell-based, HTS. AID 588511, 2011. 310,000 tested, 1.2% active. normalized B-score (activity score, 25-100; higher = stronger inhibition) at 10 µM. Anoctamin-1 (Mus musculus), Q8BHY3. HEK293 TMEM16A/YFP iodide influx fluorescence, ionomycin;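 active = ratio plate-corrected score three or more library SD toward inhibition, starting fluorescence score within five deviations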;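 also: score derived from kinetic fluorescence span divided by baseline fluorescence per well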
# TRPC4 PAM: positive allosteric modulators of TRPC4, primary screen, cell-based, mouse TRPC4beta, HEK293 mu-opioid, Fluo-4 calcium | Short transient receptor potential channel 4 (Mus musculus), Q9QUQ5 | B-score at 10 µM | DAMGO EC20, Fluo-4 Ca2+ flux; active compounds read high | 310,000 tested, 0.42% active | AID 2227, 2009;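 active = B-score of calcium response area above 5 SD of library B-scores, with initial fluorescence ratio within 5 SD of library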;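 also: B-score of integrated fluorescence ratio over time as area under calcium response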
# MrgX1 PAM: positive allosteric modulators of MrgX1, primary screen, HEK293 cells, Fluo-4 calcium flux; Mas-related G-protein coupled receptor member X1 (Homo sapiens), Q96LB2; FDSS; active compounds read high; B-score at 10 µM; 310,000 tested, 0.63% active; AID 588675, 2011;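 active = plate-corrected calcium response at least 3 library SD above typical, normal starting fluorescence, not activating the receptor alone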;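 also: compound read alongside a low EC10 to EC30 dose of BAM8-22 agonist; peak minus trough fluorescence over baseline measured at the second addition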
# MrgX1 agonist: agonists of human MrgX1 receptor, primary screen, HEK293 cells, Fluo-4 calcium flux; AID 588627, 2011; 310,000 tested, 0.44% active; Fluo-4 calcium fluorescence, agonist mode; active compounds read high; B-score at 10 µM;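 active = calcium response B-score plate-corrected fluorescence ratio at least 3 library SD, with starting fluorescence B-score inside 5 SD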
#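 Assay system: MrgX1-expressing HEK293 cells / Amount: fifteen thousand cells per well / Doses: test compound in the initial addition of three / Timing: cells plated overnight, dye loaded 0.5 h 37 °C, 0.5 h room temperature / Technique: kinetic calcium dye fluorescence, Fluo-4 NW / Control set: positive and negative controls per plate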
# RGS4 inh: RGS4 inhibitors, primary screen, cell-based, HEK293 M3R inducible RGS4, calcium flux; Fluo-4 calcium flux; active compounds read high; triggered by carbachol at its EC20; AID 463165, 2010; 310,000 tested, 0.45% active; Regulator of G-protein signaling 4 (Homo sapiens), P49798; B-score at 10 µM;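 active = B-score, a plate-corrected calcium signal, over three deviations above library mean, with baseline fluorescence within five deviations of library mean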;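 also: RGS4 expression induced by doxycycline in cells with stable M3 receptor; B-score is computed from the integrated fluorescence ratio over baseline after carbachol; higher B-score means a larger calcium signal and so more RGS4 inhibition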
# * hit, by the source's call; i = inactive; · = no result given. The list is partial; count on the stated rates, not on these rows.
SMILES,TMEM16A act,TRPC6 inh,TRPC4 inh,TRPC6 act,TRPC4 act,MrgX1 antag,TMEM16A inh,TRPC4 PAM,MrgX1 PAM,MrgX1 agonist,RGS4 inh
O=C(C1CC(=O)N(C2CCCC2)C1)N1CCC2(CC1)OCCO2 (configuration not stated),i,i,i,i,i,i,i,i,i,i,i
COc1ccc(CN2C(=O)NC(=O)/C(=C/c3ccc(OC)c(OC)c3OC)C2=O)cc1,i,i,i,i,i,i,i,i,i,i,i
OC(c1ccccc1)(c1ccccc1)C1CCNCC1,i,i,i,i,i,i,i,i,i,i,i
O=C(NC1(C(F)(F)F)Oc2ccccc2O1)N1CCC2(CC1)OCCO2,i,i,i,i,i,i,i,i,i,i,i
CC(C)C(=O)c1cn(Cc2ccc(C#N)cc2)c2ccccc12,i,i,i,i,i,i,i,i,i,i,i
COc1ccc2c(c1)CC1(CN2C)C(=O)NC(=O)N(c2ccc(C)cc2)C1=O (configuration not stated),i,·,·,·,·,i,i,·,i,i,·
CCOc1ccc(C(C)=O)cc1Cn1ccsc1=N,i,i,-5*,i,i,i,i,i,i,i,i
COc1ccccc1OC(=O)c1ccc(C)c(S(=O)(=O)N2CCOCC2)c1,i,i,i,i,i,i,i,i,i,i,i
CC(=O)O[C@@H]1/C=C/[C@](C)(O)C[C@@H](C)C/C=C/[C@H]2[C@@H]3O[C@]3(C)[C@@H](C)[C@H]3[C@H](Cc4ccccc4)NC(=O)[C@@]312,·,i,i,i,i,i,i,i,i,i,i
CCNc1nc(Cl)nc(NC(C)C)n1,i,i,i,i,i,i,i,i,i,i,i
COP(=O)(OC)C1(Nc2ccc(C)cc2)CCCCC1,i,i,i,i,i,i,i,i,i,i,i
O=C1NC(=O)N(c2ccccc2)C(=O)/C1=C/c1ccc2c(c1)Cc1ccccc1-2,·,i,i,i,i,i,i,i,i,i,i
Cc1cc(/C=C2\C(=O)NC(=O)N(c3ccc(Cl)cc3)C2=O)c(C)n1-c1cccc(C(=O)O)c1,i,i,i,i,i,i,i,i,i,i,i
COc1cccc(N2C(=O)/C(=C/c3ccc(C)o3)C(=O)NC2=S)c1,i,i,i,i,i,i,i,i,i,i,10*
CN1C(=O)C(=Cc2coc3ccccc3c2=O)C(=O)N(C)C1=O,i,i,i,i,i,i,i,i,i,i,i
COc1ccc(CCC(C)NCCc2ccccc2)cc1 (configuration not stated),i,i,i,i,i,i,i,i,i,i,i
C=CCN1C(=O)NC(=O)/C(=C/c2ccc(OC)c(CSc3ccccn3)c2)C1=O,i,i,i,i,i,i,i,i,i,i,i
C=CCN1C(=O)CSc2ccc(C(=O)N3CCC4(CC3)OCCO4)cc21,i,i,i,i,i,i,i,i,i,i,i
O=c1c2ccccc2nc(/C=C/c2ccc(O)cc2)n1-c1ccccc1O,i,i,i,i,i,i,i,i,i,i,i
O=C1C2CCN(CC2)C1Cc1ccc(OCCOc2ccccc2)cc1 (configuration not stated),i,i,i,i,i,i,i,i,i,i,i
Cc1ccc(Oc2cc(NN3CCCCC3)c([N+](=O)[O-])cc2[N+](=O)[O-])c([N+](=O)[O-])c1,i,i,i,i,i,i,i,i,i,i,i
CN1CCC2(O)OCCCC2C1 (configuration not stated),i,i,i,i,i,i,i,i,i,i,i
COC(=O)OCC12CCC(O1)C1(C)C(=O)OCC21 (configuration not stated),i,i,i,i,i,i,i,i,i,i,i
CN(C)[C@@H]1C(=O)C(C(N)=O)=C(O)[C@@]2(O)C(=O)C3=C(O)c4c(O)cccc4[C@@](C)(O)C3[C@H](O)C12 (some centres not stated),i,i,i,i,i,i,i,i,i,i,i
COc1ccc(OC)c(NP(=O)(Oc2ccc(Cl)cc2)Oc2ccc(Cl)cc2)c1,i,i,i,i,i,i,i,i,i,i,i
SMILES,TMEM16A act,TRPC6 inh,TRPC4 inh,TRPC6 act,TRPC4 act,MrgX1 antag,TMEM16A inh,TRPC4 PAM,MrgX1 PAM,MrgX1 agonist,RGS4 inh
Cn1c(O)c(C(=Nc2ccccc2)SCc2ccccc2Cl)c(=O)n(C)c1=O,i,i,i,i,i,i,i,i,i,i,i
O=[N+]([O-])/C(Cl)=C1\NCCN1Cc1ccc(Cl)nc1,i,i,i,i,i,i,i,i,i,i,i
O=c1[nH]c(=O)n(-c2cccc3ccccc23)c(O)c1C=NCCCn1ccnc1,i,i,i,i,i,i,i,i,i,i,i
CCn1c(C)c(C(=O)Nc2ccc(OC)cc2)c2cc(OC)ccc21,i,i,i,i,i,i,i,i,i,i,i
O=c1[nH]c(=O)n(-c2ccccc2)c(O)c1C=NC12CN3CN(CN(C3)C1)C2,·,i,i,i,i,i,i,i,i,i,i
CN1CCC(OC(=O)c2cccc(F)c2)CC1,i,i,i,i,i,i,i,i,i,i,i
C/C(=N\NC(=O)c1ccccc1O)c1c(O)n(C2CCCCC2)c(=O)[nH]c1=O,i,i,i,i,i,i,i,i,i,i,i
C[C@]12CC[C@H](O)CC1=CC[C@@H]1[C@@H]2CC[C@@]2(C)[C@H]1CC[C@]2(C)O,·,i,i,i,i,i,i,i,i,i,i
c1ccc(-c2ccc(-c3n(-c4ccccn4)c4ccccc4[n+]3-c3ccccn3)cc2)cc1,i,i,i,i,i,·,·,i,·,·,i
O=C1CCCN1C(=O)c1cncc(Br)c1,i,i,i,i,i,i,i,i,i,i,i
Cc1cc(OC(C)C(=O)NCC(O)c2ccccc2)c2c3c(c(=O)oc2c1)CCCC3 (configuration not stated),i,i,i,i,i,i,i,i,i,i,i
Clc1cccc(N2CCNCC2)c1Cl,i,-9*,i,i,i,i,i,i,i,i,i
CCOC(C[n+]1c(-c2ccccc2)cc(C)cc1-c1ccccc1)OCC,i,i,i,i,i,i,i,i,i,i,i
COc1ccccc1C1CC2CCC(C1OC(C)=O)N2Cc1ccccc1 (configuration not stated),i,i,i,i,i,i,i,i,i,i,i
COc1ccc(CC[n+]2cc(/N=C(\C)[O-])on2)cc1OC,i,i,i,i,i,i,i,i,i,i,i
Cc1cc(C)cc(-n2c(O)c(C=Nc3ccc(N4CCOCC4)cc3)c(=O)[nH]c2=S)c1,i,i,i,i,i,i,i,i,i,i,i
CCN(CC)P(c1n(C)cc[n+]1C)N(CC)CC,i,i,i,i,i,i,i,i,i,i,i
Cc1nn(Cc2ccccc2Cl)c(C)c1C(=O)OCC(=O)NC1CCS(=O)(=O)C1 (configuration not stated),i,i,i,i,i,i,i,i,i,i,i
Cc1c2cnn(CC(=O)N3CCC4(CC3)OCCO4)c(=O)c2c(C)n1Cc1cccc(Cl)c1,i,i,i,i,i,i,i,i,i,i,i
CC(C)c1ccc(C2N3CCCN23)cc1 (configuration not stated),i,i,i,i,i,i,i,i,i,i,i
N#Cc1ccc(Cn2cc(C(=O)c3ccco3)c3ccccc32)cc1,i,i,i,i,i,i,i,i,i,i,i
CCCCn1c(O)c(C(C)=Nc2ccc(OCC)cc2)c(=O)[nH]c1=O,i,i,i,i,i,i,i,i,i,i,i
CC(=O)c1ccc(OC(NC(=O)c2ccco2)C(Cl)(Cl)Cl)cc1 (configuration not stated),i,i,i,i,i,i,i,i,i,i,i
COC(=O)C1=C(c2cc3ccccc3o2)C[C@@H]2CC[C@H]1N2C(=O)N1CCC(C)CC1,i,i,i,i,i,i,i,i,i,i,i
Cc1cccc(-n2c(C)nc3cc(C(=O)N4CCC5(CC4)OCCO5)ccc32)c1,i,i,i,i,i,i,i,i,i,i,i
SMILES,TMEM16A act,TRPC6 inh,TRPC4 inh,TRPC6 act,TRPC4 act,MrgX1 antag,TMEM16A inh,TRPC4 PAM,MrgX1 PAM,MrgX1 agonist,RGS4 inh
CC(=O)O[C@@]12CO[C@@H]1C[C@H](O)[C@@]1(C)C(=O)[C@H](O)C3=C(C)[C@@H](O)C[C@@](O)([C@@H](OC(=O)c4ccccc4)C12)C3(C)C (some centres not stated),i,i,i,i,i,i,i,i,i,i,i
CCC(=NCC1CCCO1)c1c(O)n(-c2ccc(OC)cc2)c(=O)[nH]c1=O (configuration not stated),i,i,i,i,i,i,i,i,i,i,i
Fc1ccc(CCNCc2ccc(Br)cc2)cc1,i,i,i,i,i,i,i,i,i,i,i
CC1(C)C2CC=C(CN3CCC(O)CC3)C1C2 (configuration not stated),i,i,i,i,i,i,i,i,i,i,i
CCc1ccc(N2C(=O)NC(=O)C(CCc3ccncc3)(CCc3ccncc3)C2=O)cc1,i,i,i,i,i,i,i,i,i,i,i
COc1ccc(CCN(C)Cc2ccc(F)cc2F)cc1OC,i,i,i,i,i,i,i,i,i,i,i
CN(C)C(=O)Oc1cc(OC(=O)N(C)C)cc(C(O)CNC(C)(C)C)c1 (configuration not stated),i,·,·,·,·,i,i,·,i,i,·
CN1C(=O)C(=Cc2c(OCc3cnc(Cl)s3)ccc3ccccc23)C(=O)N(C)C1=O,i,i,i,i,i,i,i,i,i,i,i
COc1ccc2ccccc2c1CNCCc1ccccc1,i,-7.8*,i,i,i,i,i,i,i,i,i
CC12CN3CC(C)(CN(C1)C3c1cccs1)C2O (configuration not stated),i,i,i,i,i,i,i,i,i,i,i
COc1cc(Br)cc(CN2CCN(C)CC2)c1O,i,i,i,i,i,i,i,i,i,i,i
CCOc1ccc(N2C(=O)NC(=O)/C(=C\c3ccc(N4CCOCC4)cc3C)C2=O)cc1,i,i,i,i,i,i,i,i,i,i,i
